# Source: PubChem (Broad Institute)
# miR-122 sensor: miR-122 Renilla sensor signal increase in Huh7, primary screen, miR-122 inhibitor project, cell-based, single point, plate reader | Huh7 miR-122 Renilla luciferase sensor, 48 h; neutral wells = 0, positive control = 100 | activation (reporter increase), % at 12.5 µM | 340,000 compounds, 0.3% hits;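 active means mean replicate activation score at least 90 and every replicate individually at or above 90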;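 further: higher luciferase means less miR-122 activity so hits act as miR-122 inhibitors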
# FN deposition inh: inhibitors of fibronectin matrix deposition, primary screen, AH1F cells, Alexa488-fibronectin fluorescence, plate reader; 350,000 compounds, 0.086% hits; AH1F fibroblasts, overnight; inhibition, % at 12.6 µM; AID 743247, 2014;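 active means mean inhibition across replicates of 30% or more, regardless of how many single replicates reach that level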;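 further: positive control wells lacked labelled fibronectin entirely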
#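 Assay system: AH1F fibroblasts assembling fluorescent fibronectin matrix; Amount: 10000 AH1F cells per well; Buffer or medium: DMEM, 2% serum; Probe or stimulus: Alexa488-fibronectin, 24 nM final in well; Doses: single compound dose, delivered by pin transfer; Incubation: 1 h adhesion, overnight exposure; Measured by: fluorescence 485/525 nm; Read-out: fibronectin deposition inhibition.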
# PGC1a acetyl inh: inhibitors of PGC1a acetylation signal, primary screen, cell-based, U2OS, AlphaScreen, inhibitor mode; AlphaScreen anti-acetyl-lysine; with virally co-expressed GCN5 acetyltransferase; inhibition, % at 15.6 µM; 350,000 compounds, 0.17% hits; AID 651687, 2012;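 active means every replicate shows inhibition of at least 40%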;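 further: 0% = neutral control wells and 100% = positive control wells; some results beyond the cut were filed as inactive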
# CASP6 VEID inh: human caspase-6 inhibitors, primary screen, biochemical, VEID-R110 fluorescence, single point, set 2. 350,000 compounds, 0.53% hits. P55212. purified caspase-6, Z-VEID-R110 cleavage fluorescence. AID 686996, 2013. inhibition, % at 12.5 µM;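 active means mean inhibition across replicates at least about 35%, with every replicate also reaching that limit, limit read from the data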;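 further: 0% = median of neutral control wells and 100% = no fluorescence left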
# Target sequence (P55212 24-179 limits assumed): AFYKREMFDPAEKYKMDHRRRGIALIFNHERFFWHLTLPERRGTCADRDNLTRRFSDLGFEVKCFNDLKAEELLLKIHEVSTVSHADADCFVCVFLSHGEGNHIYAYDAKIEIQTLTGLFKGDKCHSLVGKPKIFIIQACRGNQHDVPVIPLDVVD
# Target sequence (P55212 194-293 limits assumed): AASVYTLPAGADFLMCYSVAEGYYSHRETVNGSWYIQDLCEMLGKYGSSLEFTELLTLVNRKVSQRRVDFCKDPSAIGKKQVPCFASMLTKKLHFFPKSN
# LGR2 inh: inhibitors of bursicon-induced LGR2 CRE-luciferase signal, primary screen, cell-based, HEK293, CRE-luciferase reporter, bursicon stimulation | 380,000 compounds, 0.35% hits | AID 720647, 2013 | Drosophila bursicon receptor LGR2 (rickets) | inhibition, % at 9.99 µM | bursicon-stimulated, 4 h;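 active means drop in luminescence signal, shown as inhibition above about 50% in the replicate tests, limit read from the data, passing the limit was not always enough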;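 further: agonist challenge used bursicon conditioned medium at about half maximal strength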
# PAX8 inh HTS: inhibitors of PAX8-driven TPO luciferase reporter, primary screen, RMG-I cells, single concentration; 360,000 compounds, 1.2% hits; inhibition, % at 12.6 µM; SteadyGlo, 24 h;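 active means mean replicate inhibition at least 60% with every replicate also reaching 60%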;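 further: luciferase light reporting Pax8 driven TPO promoter activity; plate controls were median of neutral control wells for no effect and mitoxantrone controls for full effect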
# EWS-Fli inh: EWS/Fli-driven NR0B1 reporter inhibitors, primary screen, A673 cells, NR0B1 luciferase, luminescence, MLPCN library | viability-normalised | 350,000 compounds, 0.67% hits | AID 651661, 2012 | inhibition, % at 12.6 µM;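 active means mean inhibition of at least 50% after viability correction, with every replicate also passing that limit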;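 further: firefly luciferase signal divided by Alamar Blue viability fluorescence both relative to DMSO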
# Cneo AK release: Cryptococcus neoformans cell lysis inducers, primary screen, AK release luminescence, single concentration. AID 651654, 2012. C. neoformans lysis, adenylate kinase release luminescence, 4 h; normalised: neutral wells 0, clomiphene wells 100. lysis activity, % at 15 µM. 360,000 compounds, 0.2% hits;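 active means mean lysis activity across replicates of at least 80%, whatever share of replicates individually reach that level; inactive means mean lysis activity below 80%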
#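 Test system: log-phase Cryptococcus neoformans yeast cells. Input: 5 × 10^6 yeast cells/mL. Medium: fresh YPD growth medium. Doses: single dose. Incubation: static 4 h at 37 °C with compound, 1 h detection. Measured by: luminescent adenylate kinase detection reagent. Read-out: signal increase indicating cell lysis. Benchmarks: Clomiphene.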
# * marks the source's active call; other numbers are inactive results; . = not tested or not shown; [ ] = remark or other dose.
SMILES,miR-122 sensor,FN deposition inh,PGC1a acetyl inh,CASP6 VEID inh,LGR2 inh,PAX8 inh HTS,EWS-Fli inh,Cneo AK release
CCCN(C)C[C@H]1Oc2ncc(-c3ccncc3)cc2C(=O)N([C@@H](C)CO)C[C@@H]1C,-3[16.7 µM],.,0,-6,27,-19,-9,2
COc1ccccc1CNC(=O)CCNS(=O)(=O)c1cccc2nonc12,7,1,2,4,-4,-16,0,-1
CN(C)CC(C)(C)CNCc1cc(=O)oc2ccc3ccccc3c12,.,-5,.,-2,19,-4,24,1
O=C(C[C@@H]1C[C@H]2c3cc(NC(=O)CC4CC4)ccc3O[C@H]2[C@H](CO)O1)NCc1ccccc1,0[16.7 µM],20,-1,2,8,12,2,-1
Cc1ccc(-n2c(SCC(=O)OC(C)C)nnc2-c2ccccn2)cc1,1,-16,-3,.,.,8,.,0
CCOCCCNC(=O)CCSc1ccc(C)cc1,-14,-2,.,.,.,2,.,5
CCOC1=C2[C@@H](CN(S(=O)(=O)c3ccc(C)cc3)[C@H]2c2ccccc2Cl)[C@H]2C(=O)N(C)C(=O)[C@H]2C1,51,-10,-12,3,3,4,2,-2
Clc1ccc(-c2nc3ccc(Cl)cn3c2Cc2ccccc2)cc1,0,8,.,0,-59,-23,-45,4
CSc1nc2ccc(S(=O)(=O)N3CCc4ccccc43)cc2s1,-6,.,-16,2,2,.,6,-3
O=C(C[C@@H]1CC[C@H](NC(=O)CC2CC2)[C@@H](CO)O1)NCc1ccccc1,.,.,2,0,-11,-7,5,.
O=C(Nc1ccc([N+](=O)[O-])cc1)c1nc[nH]c1C(=O)NC1CCCCC1,.,4,.,-1,-22,11,25,.
CC(C)N(Cc1nc(-c2ccc3c(c2)OCO3)no1)Cc1nccn1C,.,5,.,-2,-6,-15,-25,.
COc1ccc(N2CCN(C(=O)COC(=O)CNC(=O)c3cccc(OC(F)F)c3)CC2)cc1,-3,-1,-5,2,6,-1,-4,-1
C[C@H](CO)N1C[C@H](C)[C@H](CN(C)CC2CC2)Oc2ccc(NS(=O)(=O)c3ccc(F)cc3)cc2CC1=O,1[16.7 µM],6,-6,-2,-10,5,-1,2
Cc1cnc(NC(=O)CC2CCCC2)s1,.,0,-2,-3,-72,-122,-54,.

# 6 entries picked at random from the list so far, as already listed:
SMILES,miR-122 sensor,FN deposition inh,PGC1a acetyl inh,CASP6 VEID inh,LGR2 inh,PAX8 inh HTS,EWS-Fli inh,Cneo AK release
CC(C)N(Cc1nc(-c2ccc3c(c2)OCO3)no1)Cc1nccn1C,.,5,.,-2,-6,-15,-25,.
CN(C)CC(C)(C)CNCc1cc(=O)oc2ccc3ccccc3c12,.,-5,.,-2,19,-4,24,1
O=C(Nc1ccc([N+](=O)[O-])cc1)c1nc[nH]c1C(=O)NC1CCCCC1,.,4,.,-1,-22,11,25,.
CCCN(C)C[C@H]1Oc2ncc(-c3ccncc3)cc2C(=O)N([C@@H](C)CO)C[C@@H]1C,-3[16.7 µM],.,0,-6,27,-19,-9,2
O=C(C[C@@H]1C[C@H]2c3cc(NC(=O)CC4CC4)ccc3O[C@H]2[C@H](CO)O1)NCc1ccccc1,0[16.7 µM],20,-1,2,8,12,2,-1
Clc1ccc(-c2nc3ccc(Cl)cn3c2Cc2ccccc2)cc1,0,8,.,0,-59,-23,-45,4

# The list continues:
SMILES,miR-122 sensor,FN deposition inh,PGC1a acetyl inh,CASP6 VEID inh,LGR2 inh,PAX8 inh HTS,EWS-Fli inh,Cneo AK release
Cc1nn(C)cc1NC(=O)C[C@H]1CC[C@@H]2[C@@H](COc3ccc(NC(=O)c4cccc(F)c4)cc3C(=O)N2C)O1,-20[16.7 µM],-10,0,2,9,3,-4,51
COCCNc1nc(Oc2cccc3ccccc23)c2sccc2n1,.,2,.,0,0,-2,7,-4
Cc1ccccc1-n1cc(CNC(=O)C2CCC(=O)N(C3CC3)C2)cn1 (configuration not stated),-4,.,.,-7,0,16,.,4
O=C(Nc1ccc(C(=O)O)cc1)/C(=C\c1ccc([N+](=O)[O-])cc1)NC(=O)c1ccco1,-3,9,.,0,23,-1,-13,0
O=C(NC(Cc1ccccc1)C(=O)N1CCCCCC1)c1ccccc1 (configuration not stated),6,7,-1,-2,25,4,15,-3
CC(C)CCN1CCN(Cc2cccn2-c2cccnc2)CC1CCO (configuration not stated),-3,1,0,-2,5,30,-2,2
CC(=O)N(C)C[C@@H]1Oc2ncc(-c3cccnc3)cc2C(=O)N([C@@H](C)CO)C[C@H]1C,-5[16.7 µM],6,-3,-6,31,.,-7,-1
C[C@@H]1CN([C@@H](C)CO)S(=O)(=O)c2ccc(C3=CCCCC3)cc2O[C@H]1CN(C)C(=O)Cc1cccnc1,7[16.7 µM],.,-12,-1,7,.,6,-1
COc1ccc(-n2ncc3c(=O)n(CC(=O)NC(C)C)cnc32)cc1,-1,-3,6,-2,-4,14,-3,2
CC(C)(Oc1ccc(Cl)cc1)C(=O)NCCCn1ccnc1,.,-5,-2,-10,-3,.,.,1
FC(F)(F)c1cccc(-c2nnc(-c3ccccc3)c(N3CCOCC3)n2)c1,-7,-2,15,.,10,.,.,-1
CCCn1c(=O)c2ccccc2n2c(SCC(=O)N3CCc4ccccc4C3)nnc12,-4,0,-5,0,8,45,-1,0
COc1cccc(NC(=O)CC2S/C(=N\S(=O)(=O)c3ccccc3)N(c3ccccc3)C2=O)c1 (configuration not stated),4,-2,3,.,4,-2,.,4
COc1ccc(-c2ccc3n(c2=O)C[C@@H]2[C@@H](CO)[C@H](C(=O)N(C)C)[C@H]3N2Cc2cncnc2)cc1,.,-13,.,-1,-7,.,1,45
CC(C)C#Cc1ccc2c(c1)O[C@@H](CN(C)C(=O)C1CCCCC1)[C@@H](C)CN([C@H](C)CO)S2(=O)=O,5[16.7 µM],.,-24,.,4,.,14,.
COCCn1c(=NC(=O)c2ccccc2[N+](=O)[O-])sc2cc(S(C)(=O)=O)ccc21,.,5,.,-1,.,-1,-33,.
COC(=O)c1ccc2nc(-c3cccc(Br)c3)c(Cc3ccccc3)n2c1,.,17,.,-4,12,-8,12,.
COc1cc2nc(=S)n3[nH]c(CCn4c(C)nc5ccccc54)nc3c2cc1OC,-9,.,-8,4,.,.,.,0
CCS(=O)(=O)Nc1ccc2c(c1)C(=O)N(C)[C@H]1CC[C@@H](CC(=O)NCc3ccccc3F)O[C@@H]1CO2,.,-14,.,0,13,-13,0,2
Cc1ccc(Cc2c(-c3ccc(F)cc3)nc3ccc(Cl)cn23)cc1,3,10,.,0,-62,-33,-29,-1
Cc1ccc(S(=O)(=O)Nc2nc(C)cc(N/N=C/c3ccc(O)cc3)n2)cc1,9,4,20,2,12,14,2,-1
CN(C)c1ccc(CN2CCCCCC2)cc1,3,3,.,.,.,-1,.,3
CC(CCc1ccccc1)NC(=O)CSc1cccc[n+]1[O-] (configuration not stated),.,-3,0,-2,-6,8,-10,.
Cc1cc(C(=O)N2CCCc3ccccc32)no1,-4,.,16,-3,1,.,0,-1
O=S(=O)(c1cnc(Cl)c(Br)c1)N1CCc2ccccc21,-28,18,39,4,3,31,28,-1
CCOC(=O)N1CCC(NC(=O)CCS(=O)(=O)c2ccc3c(c2)CCN3C(C)=O)CC1,-9,-4,0,.,.,8,.,4
COc1cccc(C=Nc2ccc3c(c2)CCC3)c1O,.,-1,.,-4,-14,-1,-1,3
CC(=O)Nc1ccc(C=NNC(=O)C2CC2)cc1,.,-2,4,-2,23,-6,-3,0
CCCCN(C)CCNC(=O)c1cc2c(-c3cccc(OC)c3)nn(C)c2s1,-3,-3,.,-10,0,8,6,-5
S=C(Nc1ccccc1)Nc1ccc2cn[nH]c2c1,3,-7,9,9,-58,-98,-88,.
COc1cc(C(=O)O/N=C(\N)c2ccncc2)cc(OC)c1OC,.,.,2,-2,14,.,3,-1
O=C(COC(=O)c1ccc(Br)o1)Nc1ccc(S(=O)(=O)N2CCCC2)cc1,1,7,-8,.,.,12,.,3
CS(=O)(=O)c1cccc(C(=O)Nc2ccccc2Cc2ccccc2)c1,-3,7,15,2,-5,-11,.,1
O=C(CN1C(=O)NC2(CCCC2)C1=O)Nc1cccc(C(F)(F)F)c1,6,0,-2,-1,1,-5,2,-1
O=C(NC(Cc1ccccc1)C(=O)N1CCCC(C(F)(F)F)C1)c1ccccc1 (configuration not stated),14,-1,.,1,13,1,5,1
CCCCn1c(N)c(N(CCC(C)C)C(=O)C2CC(=O)N(Cc3ccc(C)cc3)C2)c(=O)[nH]c1=O (configuration not stated),-3,7,-15,-1,-23,0,-2,1
COc1cccc(CN2CCN(Cc3ccccc3C(F)(F)F)CC2)c1,1,1,0,9,-13,10,-2,0
NC(=O)CC(NC(=O)Cc1cccc2ccccc12)c1ccc(NC2CC3CCC2C3)c([N+](=O)[O-])c1 (configuration not stated),5,8,10,-1,14,-7,5,-2
FC(F)(F)c1cccc(-c2cc3ccccc3nc2N2CCCC2)c1,-4,.,21,.,-4,.,.,-2
